Screens deposited in PubChem BioAssay by The Scripps Research Institute Molecular Screening Center.
PP1 counter: PP1-alpha (human) inhibition in PP5 counter-screen | 320,000 compounds, 0.9% hits | inhibition, % at 6.7 µM | P62136 | purified PP1alpha, OMFP fluorescence;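 active = inhibition above the mean inhibition of all tested compounds plus 3 SD, computed separately for each screening campaign, cut at about 15% in these data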
Target sequence (P62136 whole entry, looked up): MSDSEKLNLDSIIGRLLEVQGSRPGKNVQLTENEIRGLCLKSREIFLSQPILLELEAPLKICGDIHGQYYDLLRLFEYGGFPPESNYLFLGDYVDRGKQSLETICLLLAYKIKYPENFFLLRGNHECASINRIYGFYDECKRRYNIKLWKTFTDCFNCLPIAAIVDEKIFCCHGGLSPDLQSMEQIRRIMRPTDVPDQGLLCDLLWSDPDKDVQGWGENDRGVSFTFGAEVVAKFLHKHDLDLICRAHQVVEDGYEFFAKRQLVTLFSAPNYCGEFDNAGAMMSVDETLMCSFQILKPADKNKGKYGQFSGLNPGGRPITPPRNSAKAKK
Fh CTSL1 inh: blocks F. hepatica cathepsin L1 in PFM18AAP counter-screen. recombinant F. hepatica cathepsin L1, Z-Leu-Arg-MCA fluorescence. inhibition, % at 5.96 µM. 300,000 compounds, 0.49% hits. AID 1906;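 active = inhibition above the mean of all tested compounds plus 3 SD, set per screening campaign, cut at about 17% in these data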;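 also: 0% = plate median of test compound wells and 100% = 1 µM Z-Phe-Ala-diazomethylketone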
procasp7 counter: counter-screen for procaspase-3 activators: activators of human procaspase-7 | 330,000 compounds, 0.093% hits | P55210 | activation, % at 8.5 µM | recombinant procaspase-7, Ac-DEVD-pNA absorbance 405 nm; D23A/D198A/D206A triple mutant, cannot self-cleave; scale: DMSO 0, 5 µM enzyme 100;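 active = percent activation above the screen-wide mean plus 3 SD, cut at about 25% in these data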
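Test system: Procaspase-7 triple mutant (PC-7 D3A). Also added: Ac-DEVD-pNA substrate, 400 µM as added. Schedule: 1 h enzyme–compound preincubation and 2 h substrate reaction, both 25 °C. Signal: p-Nitroaniline absorbance at 405 nm, read at 0 and 120 min. Control set: low DMSO alone, high DMSO plus 5 µM PC-7.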
core dimer inh: blocks dimerization of HCV core protein; TR-FRET GST/Flag-core106 dimerization, 1536-well; inhibition, % at 5 µM; 300,000 compounds, 0.33% hits; AID 1899;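 active = inhibition above the mean of all tested compounds plus 3 SD, set per screening campaign, cut at about 45% in these data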
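Assay system – GST-tagged and Flag-tagged HCV core protein residues 1-106 · Quantity – core106 proteins, GST 13.5 nM and Flag 17 nM · Benchmarks – unlabelled core106 and no-GST-core106 wells · Read-out basis – percent inhibition of core106 dimerization signal · Detection – time-resolved FRET, ex 340 nm, em 617 and 671 nm · Schedule – 4 h at 22.5 °C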
procasp3 activ: activates human procaspase-3; recombinant procaspase-3 D3A, Ac-DEVD-pNA absorbance 405 nm; activation, % at 8.5 µM; 330,000 compounds, 0.11% hits; AID 463141;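 active = activation above the mean of all tested compounds plus 3 SD, cut at about 21% in these data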;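 also: 0% = DMSO alone and 100% = DMSO wells spiked with extra 5 µM PC-3 D3A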
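Assay system: Autoprocessing-dead procaspase-3 D3A mutant enzyme; also added: Ac-DEVD-pNA; doses: one concentration, 8.5 µM nominal, 0.8% DMSO; times: 1 h compound preincubation, 2 h substrate hydrolysis at 25 °C; technique: 405 nm absorbance of p-nitroaniline, reads at 0 and 120 min; measure: % activation between DMSO and enzyme-spiked controls; repeats: single replicate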
AHR activator: activates the human aryl hydrocarbon receptor; AHR-responsive luciferase reporter cells, luminescence; 320,000 compounds, 2.5% hits; activation, % at 5 µM; AID 2796; in the data active = activation above about 47%;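 also: 0% = vehicle wells and 100% = reference agonist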
PAFAH2 inh: PAFAH2 (human) inhibition. AID 492956. 340,000 compounds, 0.99% hits. recombinant PAFAH2, FP-rhodamine activity probe, fluorescence polarization. Q99487. inhibition, % at 3.39 µM;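 active = inhibition above the mean over all tested compounds plus 3 SD, cut at about 30% in these data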;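 also: inhibitors block probe labeling of enzyme so polarization drops; 0% = enzyme with DMSO and 100% = wells lacking PAFAH2 protein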
PP5 primary: PP5 (human) phosphatase inhibition | P53041 | purified PP5c, OMFP substrate fluorescence | inhibition, % at 6.7 µM | 320,000 compounds, 0.18% hits;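 active = inhibition above the campaign's mean inhibition across all tested compounds plus 3 SD, cut at about 9.5% in these data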;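 also: 0% = DMSO only and 100% = 100 µM cantharidin control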
Target sequence (P53041 whole entry, looked up): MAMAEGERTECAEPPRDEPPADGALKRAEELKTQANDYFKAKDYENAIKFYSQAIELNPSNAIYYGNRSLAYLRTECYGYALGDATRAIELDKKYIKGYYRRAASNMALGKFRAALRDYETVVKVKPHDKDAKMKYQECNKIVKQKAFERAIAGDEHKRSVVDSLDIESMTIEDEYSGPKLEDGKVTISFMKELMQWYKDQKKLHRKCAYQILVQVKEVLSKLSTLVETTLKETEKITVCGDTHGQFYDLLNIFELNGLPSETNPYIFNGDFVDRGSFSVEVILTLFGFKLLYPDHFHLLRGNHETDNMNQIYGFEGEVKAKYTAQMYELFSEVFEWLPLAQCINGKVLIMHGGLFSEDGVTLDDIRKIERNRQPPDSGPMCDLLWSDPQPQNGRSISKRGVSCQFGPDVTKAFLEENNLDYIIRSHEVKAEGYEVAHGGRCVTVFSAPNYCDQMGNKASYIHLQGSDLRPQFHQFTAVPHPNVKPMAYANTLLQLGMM
TPT1 inh: inhibitors of Candida albicans tRNA 2'-phosphotransferase TPT1. AID 1962. 300,000 compounds, 0.81% hits. inhibition, % at 5 µM. recombinant caTPT1, FP RNA substrate dephosphorylation;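 active = inhibition above the mean of all tested compounds plus 3 SD, set per screening campaign, cut at about 24% in these data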;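 also: plate controls were DMSO alone for no effect and ferristatin control at 100 nM for full effect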
An asterisk follows results filed as active; x = no result given.

SMILES	PP1 counter	Fh CTSL1 inh	procasp7 counter	core dimer inh	procasp3 activ	AHR activator	PAFAH2 inh	PP5 primary	TPT1 inh
CC(c1ccccc1)n1c(-c2ccc(Cl)cc2)n[nH]c1=S (stereo not drawn)	1.4	4.0	-17.0	1.6	-30.3	-1.2	4.9	2.4	-4.2
Cc1ccc(S(=O)(=O)N(C)c2ccc(OCC(=O)NCC3(N(C)C)CCCCC3)cc2)cc1	-0.3	-1.8	2.5	-4.3	-14.1	-1.1	3.1	-0.3	-0.2
COCCNc1oc(-c2ccccc2Cl)nc1S(=O)(=O)c1ccc(C)cc1	x	x	-14.0	x	0.3	-3.1	5.6	x	x
Cc1ccc(NC(=O)C2=C(C(=O)O)CCCC2)cc1F	-1.6	-3.0	7.8	-0.8	0.4	-5.0	4.1	-0.1	0.4
Cc1cccc(C(C(=O)NC2CCCC2)N(C(=O)c2csnn2)C2CCCC2)c1 (stereo not drawn)	-0.9	2.8	9.4	7.3	9.3	0.3	2.7	0.3	-0.5
O=C(O)C/C(=C\c1ccc(Cl)cc1)c1nc2ccccc2o1	-1.0	3.5	-7.0	2.9	1.0	4.3	x	-0.2	-4.4
CN(C)c1ccc(CNC(=O)C2CCN(S(=O)(=O)c3ccc4c(c3)CCC(=O)N4)CC2)cc1	-0.9	-9.9	5.1	-0.6	7.0	0.0	3.3	-1.2	2.3
COc1ccc(S(=O)(=O)Cc2ccc(C(=O)N3CCN(Cc4ccccc4)CC3)o2)cc1	-5.0	-0.7	-4.3	-0.5	-3.9	-3.0	1.4	-1.4	-2.9
CC(C)Cc1ccc(C(C)NC(=O)Cc2ccc(S(=O)(=O)N3CCOCC3)s2)cc1 (stereo not drawn)	-0.2	10.6	10.7	8.5	-10.6	-0.5	0.3	1.1	3.3
COc1ccc(-c2oc(=O)c3cc(OC)c(OC)cc3c2C#CCCCO)cc1	x	x	6.3	x	-0.4	35.1	-5.7	x	x
O=C(C[C@@H]1C/C=C\C[C@H](Cc2ccc(F)cc2)C(=O)OCCNC1=O)N[C@H](CO)Cc1ccccc1	x	x	24.4	x	1.4	0.6	14.3	x	x
CN1CCN(c2ccc(NC(=O)c3ccc4c(c3)[nH]c(=O)n4Cc3ccc(F)cc3)cc2)CC1	-1.4	-5.5	10.3	-11.7	5.2	-1.9	-10.5	1.6	-2.6
Cc1cc(NC(=O)c2ccccc2O)nc(C)n1	0.6	0.0	-4.7	-0.3	-4.7	31.2	5.3	-0.1	-0.5
O=C1c2ccccc2C(=O)N1CCSc1ncn[nH]1	-5.4	-2.8	1.5	3.9	-3.5	-10.9	5.7	-0.7	-3.7
O=C(O)c1oc2ccccc2c1CSc1ccccn1	-3.8	-0.3	15.5	1.2	-4.3	0.9	1.8	-3.6	-1.9
COc1ccc(C(C(=O)NCC2CCCO2)N(C(=O)CNC(=O)c2cccs2)c2ccc(C(C)=O)cc2)cc1OC (stereo not drawn)	-1.4	-1.4	-2.8	-9.9	8.0	2.5	10.5	-0.1	2.8
CC(C)N1C(=S)SC(C)(C)C1n1oc(=O)n(-c2cccc(Cl)c2)c1=O (stereo not drawn)	0.8	-0.9	11.7	-3.6	6.0	-1.2	5.8	-1.1	-1.0
O=S(=O)(Nc1nccs1)c1cnc(Cl)c(Br)c1	-1.4	-0.9	4.1	6.2	-0.2	8.1	-3.5	1.9	0.0
Cc1cc(C)n2c(SCC(=O)Nc3cc(C)on3)nnc2n1	-2.4	5.1	3.8	-0.7	-2.7	-7.6	7.1	0.8	5.0
COCCCn1c(C)nnc1SCC(=O)Nc1ccc(C(C)=O)cc1	-1.0	5.4	2.2	-0.6	-5.2	1.8	8.9	-1.4	-1.2
C/C(=N\Nc1nc(C)cc(C)n1)c1ccc(N2CCOCC2)cc1	-0.4	2.2	-2.1	-3.6	0.0	26.5	3.1	-1.2	1.0
COc1ccc2[nH]c3nc(SCc4nnc(-c5ccc(C)cc5)o4)nnc3c2c1	-3.4	-1.8	-2.9	8.0	2.0	2.1	-2.6	-0.6	4.7
COc1ccc(C(=O)NNC(=S)NC(=O)c2cccc([N+](=O)[O-])c2)cc1	-4.7	-0.1	-15.8	0.3	-8.9	2.4	6.5	-0.9	-0.2
O=c1cc2c(nn1Cc1cccc(Cl)c1)-c1ccccc1CC2	10.2	1.1	7.7	1.4	4.7	15.4	6.4	4.0	2.3
COc1ccc(C(=O)N/C(=C/c2cccnc2)C(=O)Nc2cccc(C(C)=O)c2)cc1OC	-1.3	1.4	4.0	-15.0	-1.6	3.5	2.1	-1.3	3.5
O=C(O)c1ccc(S(=O)(=O)N2CCCc3ccccc32)cc1	0.5	-0.8	4.2	3.8	0.5	1.9	-1.3	2.4	1.7
O=C(NCCCN1CCCC1=O)C1CCCO1 (stereo not drawn)	-0.3	2.8	0.7	1.1	-10.2	-1.4	-5.4	0.3	-1.1
CCOc1ccc(C(=O)CCC(=O)O)cc1	-5.0	-3.7	-1.7	0.2	-3.9	-2.1	-3.5	-1.1	-4.2
CC(C)(C)OC(=O)N[C@@H](COCc1ccccc1)C(=O)N[C@@H](CO)[C@H](O)[C@@H]1C[C@@H]1C(=O)NC1CCCCC1	-0.6	2.8	3.0	3.6	8.8	-0.9	8.3	1.4	2.0
CC(C)[C@H](NC(=O)C1CCN(S(=O)(=O)c2ccccc2)CC1)C(=O)NCc1ccccc1	1.0	0.8	6.7	-21.2	0.1	-0.3	-7.0	3.8	-1.8
COc1ccc(CCNC(=O)CSCc2ccc(F)cc2)cc1OC	0.8	-2.0	1.9	-7.7	3.0	-0.8	-5.1	-1.9	0.9
CCn1cc(CN2CCCC(CNS(=O)(=O)Cc3ccccc3)C2)cn1 (stereo not drawn)	0.7	2.9	-10.5	-2.9	-2.9	10.8	1.3	-2.6	2.3
O=C(NCCN1C(=O)S/C(=C\c2ccc(OC(F)F)cc2)C1=O)C1=COCCO1	1.7	-0.3	1.0	-0.2	11.3	-1.0	5.2	-1.2	-1.8
COc1ccc(OC)c(NC(=O)CSc2nnc(-c3ccco3)n2-c2ccc(C(=O)O)cc2)c1	1.5	3.7	-4.5	22.0	-5.0	3.1	-12.6	1.4	0.8
Cc1c(C(=O)NNC(=S)Nc2cccc(Cl)c2)nnn1-c1ccccc1	5.4	0.1	-14.2	9.4	-6.0	1.1	-2.9	2.6	-0.5
Cc1[nH]n(-c2cccc(Cl)c2)c(=O)c1C=NC12CN3CN(CN(C3)C1)C2	-1.5	-1.8	7.9	-7.5	4.1	9.3	-0.2	-0.1	3.5
Nc1nc(C(F)(F)F)cc(=O)[nH]1	-6.7	-7.8	0.2	-3.4	1.4	-3.0	-3.3	0.5	-1.6
COc1ccc(CCNC(=O)CC2COc3ccccc3O2)cc1OC (stereo not drawn)	-3.2	2.6	-2.0	2.7	2.2	8.1	4.8	-0.4	3.2
O=C(CCCc1ccccc1)NCc1ccc(F)cc1	-3.1	-0.4	3.8	-1.2	-1.9	3.3	-2.5	-1.8	3.0
O=C(CSc1nnc(Cc2ccccc2)o1)c1cc(F)ccc1F	0.1	-1.7	5.2	-6.0	2.3	10.7	0.6	-0.3	-1.9
COc1cc(C(=O)NCC2CCCO2)ccc1OCc1ccc(Cl)cc1Cl (stereo not drawn)	-2.7	4.1	-0.2	-1.4	1.8	2.1	3.2	2.3	15.3
O=C(O)CN(c1ccccc1)S(=O)(=O)c1cc(C(F)(F)F)cc(C(F)(F)F)c1	-1.5	0.2	7.2	-9.9	3.4	-1.8	-1.9	-0.3	1.7
Cc1ccc(S(=O)(=O)/C=C/c2ccccc2)cc1	-0.2	1.7	3.1	5.2	1.7	2.8	5.3	5.0	-4.3
Cn1ncc(Cl)c1C(=O)NCc1ccc(Cl)cc1	-0.2	-1.2	-8.2	3.3	0.3	-0.3	3.8	1.7	-1.4
CCOC(=O)C1CCN(S(=O)(=O)c2ccc(NC(C)=O)c(Cl)c2)CC1	-0.6	-3.0	8.1	-1.5	-6.9	6.1	4.2	-0.1	-0.8
CCC(C)c1ccc(OCC(=O)Nc2cccc(C(=O)Nc3ccc(C(=O)O)cc3)c2)cc1 (stereo not drawn)	8.6	7.0	-6.2	-3.5	-8.8	5.8	-17.5	1.8	-5.6
COc1ccc(CCNC(=O)[C@H](C)N2C(=O)N3CCc4c([nH]c5ccccc45)[C@@]3(C)C2=O)cc1	1.9	-3.5	-1.6	-5.7	7.7	2.3	4.2	4.0	-3.5
Cc1c(OCC(=O)NCCCN2CCCC2=O)ccc2c3c(c(=O)oc12)CCC3	-0.4	-0.7	1.5	-4.5	2.8	-2.3	-6.0	-1.2	-0.3
CCn1c(SCC(=O)NCc2ccc3c(c2)OCO3)nnc1-c1c[nH]c2ccccc12	5.5	-1.1	5.6	-3.1	4.3	1.4	-4.2	2.5	-2.2
N#Cc1ccc(NC(=O)c2cc(=O)c3ccccc3o2)cc1	-2.1	-1.4	9.6	1.5	8.3	-7.0	-4.3	-0.8	-1.4
CCN(CC)S(=O)(=O)c1ccc(N2CCN(CCO)CC2)nc1	-2.5	0.5	9.7	-2.5	0.5	-2.2	-2.5	-0.5	-1.5
O=C(Nc1ccc(N2CCCCC2)c(Cl)c1)c1ccc(N2CCOCC2)c([N+](=O)[O-])c1	0.6	1.0	1.6	3.4	1.2	-0.5	6.8	2.3	0.1
Cc1cccc(N2CCN(C(=S)NC3CCCCC3)CC2)c1C	-1.5	-5.7	9.1	5.8	-1.4	1.3	-0.5	-3.0	-0.6
S=c1[nH]c(-c2ccccc2)cn1/N=C/c1ccncc1	0.0	-0.2	-8.4	-3.9	2.6	88.5*	3.5	4.5	-1.3

Five entries out of the list, ordered by heavy-atom count, smallest number first.
SMILES	PP1 counter	Fh CTSL1 inh	procasp7 counter	core dimer inh	procasp3 activ	AHR activator	PAFAH2 inh	PP5 primary	TPT1 inh
S=c1[nH]c(-c2ccccc2)cn1/N=C/c1ccncc1	0.0	-0.2	-8.4	-3.9	2.6	88.5*	3.5	4.5	-1.3
N#Cc1ccc(NC(=O)c2cc(=O)c3ccccc3o2)cc1	-2.1	-1.4	9.6	1.5	8.3	-7.0	-4.3	-0.8	-1.4
CCN(CC)S(=O)(=O)c1ccc(N2CCN(CCO)CC2)nc1	-2.5	0.5	9.7	-2.5	0.5	-2.2	-2.5	-0.5	-1.5
O=C(Nc1ccc(N2CCCCC2)c(Cl)c1)c1ccc(N2CCOCC2)c([N+](=O)[O-])c1	0.6	1.0	1.6	3.4	1.2	-0.5	6.8	2.3	0.1
CCC(C)c1ccc(OCC(=O)Nc2cccc(C(=O)Nc3ccc(C(=O)O)cc3)c2)cc1 (stereo not drawn)	8.6	7.0	-6.2	-3.5	-8.8	5.8	-17.5	1.8	-5.6
